FN deposit inh – fibronectin deposition inhibition; AH1F fibroblasts, Alexa488-fibronectin deposition fluorescence, overnight; inhibition, % at 12.6 µM; 0.086% of 350,000 active; AID 743247;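 active = mean inhibition across replicates of 30% or more, regardless of how many single replicates reach that level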;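 also: positive control wells lacked labelled fibronectin entirely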
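Assay system: AH1F fibroblast monolayer, labelled fibronectin deposition. Amount: 10000 cells per well. Also added: labelled fibronectin 24 nM. Compound: single-point pinned compound. Incubation: cell attachment 1 h, compound and FN exposure overnight. Detection: fluorescence after three HBSS washes, excitation 485 nm, emission 525 nm. Read-out: inhibition of fibronectin deposition signal.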
esBAF inh – SWI/SNF esBAF complex inhibition. mouse ES cells, Bmi1-luciferase knock-in reporter, 24 h; 100% = twice the neutral-well signal. reporter increase, % at 12.5 µM. 2% of 350,000 active; in the data active = activation above about 40%;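 also: 0% = median of the plate's neutral control wells and 100% = double that signal; a rise in the Bmi1 reporter signal indicates esBAF inhibition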
Xi reactivation – activators of X-chromosome reactivation in mouse fibroblasts; AID 743238; XiGFP mouse fibroblasts, % GFP-positive cells imaging, 3 d; cells co-treated with 5-aza-dC sensitizer; scaled so ellipticine positive control = 100%; activation, % at 7.58 µM; 0.055% of 360,000 active;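 active = mean normalized replicate activation at least 10% and every replicate at or above 10%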;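 also: 0% = median of on-plate neutral control wells and 100% = ellipticine 6 µM median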
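Assay system: SV40-immortalized XiGFP fibroblast cells, line 68-5-11; buffer or medium: DMEM plus 5-aza-dC sensitizer; compound: one concentration, pinned; timing: compounds 3 days, fix/stain 15 min at room temperature; benchmarks: positive control ellipticine, 6 µM final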
RAD54 branch – inhibitors of human RAD54 branch migration | inhibition, % at 10.4 µM | 0.14% of 360,000 active | Q92698 | AID 602329 | RAD54 Holliday junction branch migration, FAM/BHQ fluorescence;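 active = mean normalized replicate activity at least 40 and at least half of replicates scoring 40 or more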;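 also: 0% = median of neutral control wells and 100% = median of positive control wells; inhibitors cause a drop in the FAM fluorescence signal; in these data hits start at about 50%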
Target sequence (Q92698 whole entry, looked up): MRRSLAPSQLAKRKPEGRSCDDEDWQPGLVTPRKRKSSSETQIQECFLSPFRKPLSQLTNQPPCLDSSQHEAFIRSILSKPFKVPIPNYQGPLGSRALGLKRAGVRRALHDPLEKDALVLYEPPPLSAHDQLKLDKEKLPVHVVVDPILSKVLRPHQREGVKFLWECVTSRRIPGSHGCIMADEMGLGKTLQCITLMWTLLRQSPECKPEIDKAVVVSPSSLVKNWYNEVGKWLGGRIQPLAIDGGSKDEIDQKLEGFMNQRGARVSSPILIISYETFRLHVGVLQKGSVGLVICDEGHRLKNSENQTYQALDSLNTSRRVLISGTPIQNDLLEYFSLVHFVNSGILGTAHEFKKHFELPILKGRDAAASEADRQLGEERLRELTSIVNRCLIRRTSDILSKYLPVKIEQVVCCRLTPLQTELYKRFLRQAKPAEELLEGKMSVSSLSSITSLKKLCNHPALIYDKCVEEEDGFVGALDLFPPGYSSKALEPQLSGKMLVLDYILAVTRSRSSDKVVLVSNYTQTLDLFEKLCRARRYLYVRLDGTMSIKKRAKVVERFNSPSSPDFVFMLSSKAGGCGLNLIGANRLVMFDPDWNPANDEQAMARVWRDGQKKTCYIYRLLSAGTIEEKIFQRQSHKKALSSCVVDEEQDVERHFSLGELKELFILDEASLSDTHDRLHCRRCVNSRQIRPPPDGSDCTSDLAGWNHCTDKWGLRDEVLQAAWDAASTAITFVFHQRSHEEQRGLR
Starred values were filed as active, the others as inactive. Some of the compounds tested. The share of hits here may be higher or lower than overall.

Results for CC(C)CCOC(=O)c1c(N)n(CC2CCCO2)c2nc3ccccc3nc12 (stereo unspecified) ?
RAD54 branch: -2

Results for CC(C)CNC(=O)c1c(N)n(Cc2ccco2)c2nc3ccccc3nc12 ?
RAD54 branch: -3

How did O=C(O)CCn1cc(C=C2C(=O)NC(=O)NC2=O)c(-c2ccc(Br)cc2)n1 do in these assays?
RAD54 branch: 3

How did Nc1ccc(N2CCN(Cc3ccccc3Cl)CC2)c(Cl)c1 do in these assays?
RAD54 branch: 7

What do the screens show for `CCn1c(O)c(C=NCc2cccs2)c(=O)[nH]c1=O`?
RAD54 branch: 4

What do the screens show for `COCCNC(=O)c1c(N)n(CCC(C)C)c2nc3ccccc3nc12`?
RAD54 branch: 11

What do the screens show for `CCC(=NCC1CCCO1)c1c(O)[nH]c(=O)[nH]c1=O` (stereo unspecified)?
RAD54 branch: -3

What do the screens show for `CCOP(=S)(OCC)SCC(=O)NC(C(=O)O)C(C)C` (stereo unspecified)?
RAD54 branch: 0

What do the screens show for `CC(C)COc1ccc(C2(C#N)CC[N+](C)(C)CC2)cc1`?
RAD54 branch: -8

Results for O=c1[nH]c(=O)n(CCC2=CCCCC2)c(O)c1C=NCc1cccnc1 ?
RAD54 branch: -10

How did N=C1c2ccccc2CN1NC(=O)c1ccc(F)cc1 do in these assays?
esBAF inh: -1

What do the screens show for `O=c1[nH]c(=O)n(Cc2ccco2)c(O)c1C=NCc1ccco1`?
esBAF inh: -6

What do the screens show for `CCCCn1c(=O)c(C(=O)Nc2cnccn2)c(O)c2ccccc21`?
esBAF inh: -1

Results for CC[C@H](C)/C=C(C)/C=C/C1=CC2=C(Cl)C(=O)[C@@](C)(OC(C)=O)C(=O)C2=CO1 ?
esBAF inh: -3

Results for CCC(=NCC1CCCO1)c1c(O)n(-c2ccccc2)c(=O)[nH]c1=O (stereo unspecified) ?
esBAF inh: -5

Reprinted from the part before: two entries, then new ones.
Results for CC[C@H](C)/C=C(C)/C=C/C1=CC2=C(Cl)C(=O)[C@@](C)(OC(C)=O)C(=O)C2=CO1 ?
esBAF inh: -3

Results for CCC(=NCC1CCCO1)c1c(O)n(-c2ccccc2)c(=O)[nH]c1=O (stereo unspecified) ?
esBAF inh: -5

Results for Cc1cc(C)cc(-n2c(O)c(C=Nc3ccc(N4CCOCC4)cc3)c(=O)[nH]c2=S)c1 ?
Xi reactivation: 0.0

How did CC(C)NC(=O)N1C[C@@H]2C(c3ccccc3)[C@H](C1)N2C (stereo partly specified) do in these assays?
Xi reactivation: 0.2

What do the screens show for `CN1C(=O)C(=CN2CCN(C(=O)c3ccco3)CC2)C(=O)N(C)C1=S`?
Xi reactivation: 0.0

What do the screens show for `CCCCn1c(O)c(C(CC)=NCCN2CCCCC2)c(=O)[nH]c1=O`?
FN deposit inh: 2

How did CCn1c(=O)cc(OCC(=O)N2CCC3(CC2)OCCO3)c2ccccc21 do in these assays?
FN deposit inh: -21

How did CCOC(=O)C1SC2(C(F)(F)C(F)F)CC1(O)c1c(c(OC)c3occc3c1OC)O2 (stereo unspecified) do in these assays?
FN deposit inh: -6

What do the screens show for `O=C1CCCN1C(=O)c1cncc(Br)c1`?
FN deposit inh: -17

Results for N#CC1=C(N)Oc2c(c(=O)oc3ccccc23)C1c1cccnc1 (stereo unspecified) ?
FN deposit inh: 3

Results for Cc1ccc(Cn2nnnc2CN2CCC(n3nnc4ccccc43)CC2)cc1 ?
FN deposit inh: -3

Results for CCN(c1ccc(C(O)(C(=O)OC)C(F)(F)F)cc1)S(=O)(=O)c1ccc(C)cc1 (stereo unspecified) ?
FN deposit inh: -2

How did COc1ccc(CCC(=O)N2CCC3(CC2)OCCO3)cc1 do in these assays?
esBAF inh: -5; RAD54 branch: -15

What do the screens show for `CCCc1[nH]nc2c1C1(C(=O)N(CC(N)=O)c3ccccc31)C(C(=O)OC)=C(N)O2` (stereo unspecified)?
esBAF inh: -2; RAD54 branch: -7

What do the screens show for `CCC(=NCCO)c1c(O)n(-c2ccccc2)c(=O)[nH]c1=O`?
esBAF inh: 7; RAD54 branch: -13

What do the screens show for `C=CCOC(=O)C1=C(C)OC(N)=C(C#N)[C@@]12C(=O)N(CC(N)=O)c1ccccc12`?
esBAF inh: -8; RAD54 branch: -5

What do the screens show for `O=c1[nH]c(=O)n(-c2cccc3ccccc23)c(O)c1C=NCCCn1ccnc1`?
esBAF inh: -4; RAD54 branch: 2

What do the screens show for `CCCN1CCc2cccc3c2[C@H]1Cc1ccc(O)c(O)c1-3`?
esBAF inh: 4; RAD54 branch: 35

What do the screens show for `CCC(=NCCO)c1c(O)n(C2CCCCC2)c(=O)[nH]c1=O`?
esBAF inh: -5; RAD54 branch: 9

How did CCCCN1C(=O)NC(=O)/C(=C/c2cnc(SC)nc2)C1=O do in these assays?
esBAF inh: -3; RAD54 branch: -1

Results for O=C(COc1ccccc1)N1CCN(CC(O)COc2ccccc2)CC1 (stereo unspecified) ?
esBAF inh: 6; RAD54 branch: 1

Results for COc1ccc(CN2CCN(Cc3ccccc3)CC2)c(OC)c1 ?
esBAF inh: -9; RAD54 branch: -12

How did C=CCn1c(O)c(C(C)=Nc2cc(OC)ccc2OC)c(=O)[nH]c1=O do in these assays?
esBAF inh: -10; RAD54 branch: -9

Results for CCCCOC(=O)C1=C(N)OC2=C(C(=O)CCC2)[C@]12C(=O)Nc1ccccc12 ?
esBAF inh: -8; RAD54 branch: 1

How did CN1CCCC(C(=O)c2ccccc2)C1 (stereo unspecified) do in these assays?
esBAF inh: -7; RAD54 branch: -12

How did CN1C2C=C(N(C(=O)c3ccc(Cl)cc3)c3ccccc3)CC1CC2 (stereo unspecified) do in these assays?
esBAF inh: -3; RAD54 branch: 7

Results for CCCCNC(=O)Nc1ccc(C(O)(C(=O)OC)C(F)(F)F)cc1 (stereo unspecified) ?
esBAF inh: 9; RAD54 branch: 7

How did Cc1onc(-c2ccccc2)c1C(=O)N1CCC2(CC1)OCCO2 do in these assays?
esBAF inh: -2; RAD54 branch: -17

How did COC(=O)C1=C(N)Oc2c(c(=O)oc3ccccc23)[C@]12C(=O)N(C)c1ccccc12 do in these assays?
esBAF inh: -9; RAD54 branch: 0

Results for Cn1cccc1CN1CCN(C(=O)COc2ccccc2)CC1 ?
esBAF inh: 0; RAD54 branch: 6

How did Cc1c(C(=O)N2CCC3(CC2)OCCO3)sc2ncnc(N(C)c3ccccc3)c12 do in these assays?
esBAF inh: -4; RAD54 branch: -5

What do the screens show for `CC(C)C(=O)c1cn(Cc2ccc(C#N)cc2)c2ccccc12`?
esBAF inh: -3; RAD54 branch: 2

Results for Clc1ccc2c(c1)C(c1ccccc1Cl)=NCc1nnc(N3CCN(CCSc4ccccc4)CC3)n1-2 ?
esBAF inh: -15; RAD54 branch: -4

What do the screens show for `N=c1n(CCO)c2ccccc2n1Cc1ccccc1`?
esBAF inh: 12; RAD54 branch: 0

What do the screens show for `C#CCNc1ccncc1S(=O)(=O)NC(=O)NC(C)C`?
esBAF inh: 0; RAD54 branch: 1

What do the screens show for `C=CCN1C(=O)NC(=O)/C(=C/c2ccc(OC)c(CSc3ccccn3)c2)C1=O`?
esBAF inh: -10; RAD54 branch: 1

How did Cc1ccc2cccc(OC(=O)N(C)c3ccccc3)c2n1 do in these assays?
esBAF inh: -1; RAD54 branch: 1

What do the screens show for `C/C(Cl)=C/CC1(CN2CCCC2=O)C(=O)NC(=O)NC1=O`?
esBAF inh: 4; RAD54 branch: 1

What do the screens show for `CC(=NC1CCN(Cc2ccccc2)CC1)c1c(O)n(C)c(=O)n(C)c1=O`?
esBAF inh: 9; RAD54 branch: -8

Results for COc1ccc(Cn2c(N)c(C(=O)NCc3ccco3)c3nc4ccccc4nc32)cc1OC ?
esBAF inh: -7; RAD54 branch: -16

What do the screens show for `O=C(CN1CCOCC1)Nc1ccc(Br)cc1C(=O)c1ccccc1`?
esBAF inh: -3; RAD54 branch: -2

Results for c1ccc(CN2CCN(Cc3ccc4c(c3)OCCO4)CC2)cc1 ?
esBAF inh: -2; RAD54 branch: -13

What do the screens show for `CN1CCN(c2cc(N3CCCC3)c([N+](=O)[O-])cc2F)CC1`?
esBAF inh: -7; RAD54 branch: 2

How did N#Cc1c(/N=C/c2c(O)n(Cc3ccco3)c(=O)[nH]c2=O)sc2c1CCCC2 do in these assays?
esBAF inh: -5; RAD54 branch: -16

Results for COc1cccc(N2C(=O)NC(=O)C3(Cc4cc(C)ccc4N(C)C3)C2=O)c1 (stereo unspecified) ?
esBAF inh: 1; RAD54 branch: -12

How did CCOC(=O)C1=C(N)OC2=C(C(=O)CCC2)C12C(=O)N(CC(N)=O)c1ccccc12 (stereo unspecified) do in these assays?
esBAF inh: -9; RAD54 branch: -18

Results for CC(C)[C@H]1C(=O)O[C@H](C(C)C)C(=O)N(C)[C@@H](C(C)C)C(=O)O[C@H](C(C)C)C(=O)N(C)[C@@H](C(C)C)C(=O)O[C@H](C(C)C)C(=O)N1C ?
esBAF inh: -56; RAD54 branch: -1

Some of these compounds in order of formula weight, low to high:
What do the screens show for `O=C(CN1CCOCC1)Nc1ccc(Br)cc1C(=O)c1ccccc1`?
esBAF inh: -3; RAD54 branch: -2

Results for COc1ccc(Cn2c(N)c(C(=O)NCc3ccco3)c3nc4ccccc4nc32)cc1OC ?
esBAF inh: -7; RAD54 branch: -16

Results for CC(C)[C@H]1C(=O)O[C@H](C(C)C)C(=O)N(C)[C@@H](C(C)C)C(=O)O[C@H](C(C)C)C(=O)N(C)[C@@H](C(C)C)C(=O)O[C@H](C(C)C)C(=O)N1C ?
esBAF inh: -56; RAD54 branch: -1

Looked up by structure from the entries so far (2):
What do the screens show for `CN1CCN(c2cc(N3CCCC3)c([N+](=O)[O-])cc2F)CC1`?
esBAF inh: -7; RAD54 branch: 2

How did Cc1ccc2cccc(OC(=O)N(C)c3ccccc3)c2n1 do in these assays?
esBAF inh: -1; RAD54 branch: 1

Continued.
What do the screens show for `COC(=O)C1=C(c2ccc3ccccc3c2)C[C@@H]2CC[C@H]1N2C(=O)N1CCC(C)CC1`?
esBAF inh: 1; RAD54 branch: -2

What do the screens show for `COCCOC(=O)c1c(N)n(Cc2ccco2)c2nc3ccccc3nc12`?
esBAF inh: -3; RAD54 branch: -41

How did O=C(C1CCCO1)N1CCC2(CC1)OCCO2 (stereo unspecified) do in these assays?
esBAF inh: 5; RAD54 branch: -10

What do the screens show for `CN1CC=C2C(C#N)=C(N)C(C#N)(C#N)C(c3ccncc3)C2C1` (stereo unspecified)?
esBAF inh: -2; RAD54 branch: -30

What do the screens show for `CCC(=NCCN1CCCCC1)c1c(O)n(C)c(=O)n(C)c1=O`?
esBAF inh: -13; RAD54 branch: -10

Results for O=P(Nc1c(Cl)cccc1Cl)(c1ccccc1)c1nc2c(s1)CCCC2 (stereo unspecified) ?
esBAF inh: 0; RAD54 branch: -9

Results for COc1ccc(OCCSc2nnnn2C2CCCCC2)cc1 ?
esBAF inh: 21; RAD54 branch: 6

What do the screens show for `O=C(NC(c1ccc(Cl)cc1)P(=O)(Oc1ccccc1)Oc1ccccc1)OCc1ccccc1` (stereo unspecified)?
esBAF inh: -6; RAD54 branch: -10

What do the screens show for `CC(C(=O)c1c[nH]c2ccccc12)N1CCSCC1` (stereo unspecified)?
esBAF inh: -4; RAD54 branch: -6

How did CC[C@H]1CC2CN3CCc4c([nH]c5cc(OC)ccc45)[C@](C(=O)OC)(C2)[C@H]13 do in these assays?
esBAF inh: 5; RAD54 branch: 4

What do the screens show for `CCCN(CC#CCO)CCC`?
esBAF inh: 1; RAD54 branch: -5

Results for Cn1nc(-c2ccc(OCC(=O)N3CCN(Cc4ccccc4)CC3)cc2)c2ccccc2c1=O ?
esBAF inh: -9; RAD54 branch: -1

How did CC1(C)CC(=O)C(C=NCCN2CCN(C(=O)Cc3ccc(F)cc3)CC2)=C(O)C1 do in these assays?
esBAF inh: -2; RAD54 branch: 7

What do the screens show for `Cc1cccc(C(=O)NC(Oc2ccccc2)C(Cl)(Cl)Cl)c1` (stereo unspecified)?
esBAF inh: 6; RAD54 branch: -8

What do the screens show for `CCOc1ccc(CN(CCCl)CCCl)cc1C(=O)OC`?
esBAF inh: -3; RAD54 branch: -8

How did COc1ccc(C2(C#N)CC[N+](C)(C)CC2)cc1 do in these assays?
esBAF inh: -6; RAD54 branch: -4

What do the screens show for `Cc1ccccc1C1=NCC(=O)N(CC(=O)NCc2ccco2)c2sc3c(c21)CCCC3`?
esBAF inh: -1; RAD54 branch: 5

What do the screens show for `CCCCCSc1cc(OC)c(CCN)cc1OC`?
esBAF inh: 13; RAD54 branch: 5

How did Cc1cccc(-n2c(O)c(C=NCc3cccnc3)c(=O)[nH]c2=O)c1C do in these assays?
esBAF inh: -4; RAD54 branch: -2

What do the screens show for `O=C1c2ccccc2C(=O)N1Cc1nc2ccccc2c(=O)n1-c1ccc(Br)cn1`?
esBAF inh: -8; RAD54 branch: 1

How did COc1ccc(Cn2c(N)c(C(=O)NCc3ccco3)c3nc4ccccc4nc32)cc1 do in these assays?
esBAF inh: -5; RAD54 branch: 2

Screening data (PubChem)
